Compound activity as filed in PubChem.
TTR transcr act: activators of transthyretin transcription. activation, % at 16.7 µM. 1.3% of 92,000 active. AID 1117267. SH-SY5Y TTR promoter Gaussia luciferase, luminescence; 100% = recombinant luciferase protein wells;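 active means activation above the mean of all tested compounds plus 3 SD, cut at about 9.5% in these data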;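 further: cells exposed to compounds for one day before reading; 0% = median of all test compound wells on the plate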
* hit, by the source's call.

`N#CC(CCc1ccccn1)c1ccccc1` (stereo not drawn) gave TTR transcr act 0.0.
`COc1cccc(C(=O)N(Cc2ccccc2)Cc2cc3cc4c(cc3[nH]c2=O)OCCO4)c1` gave TTR transcr act -3.1.
`CCOC(=O)N1CCN(C(=O)c2cccn3c(=O)c4sccc4nc23)CC1` gave TTR transcr act 1.7.
`O=C(NC(=S)Nn1cnnc1)c1ccccc1` gave TTR transcr act 5.1.
Screening CCCc1nc2ccc(Cl)cn2c1Cc1cccc(Cl)c1 returned TTR transcr act 8.8.
For CC(=NO)C1CCC2C3CCC4CC(=NO)CCC4(C)C3C(C)(O)CC12C (stereo not drawn) the results were TTR transcr act 0.5.
For Cc1onc(-c2ccc(Cl)cc2)c1-c1ccnc(SCC(=O)Nc2ccc(C(C)C)cc2)n1 the results were TTR transcr act -3.5.
Screening CCC[C@H]1[C@@H](OC(=O)NCCc2ccccc2)CC[C@@]23CCCN2C(=O)CCC[C@@H]13 returned TTR transcr act -2.1.
CCN(CC)CC(C)(C)COC(=O)c1oc2ccccc2c1C was read as TTR transcr act 4.1.
Screening c1ccc(CCCCN2C(Nc3ccccc3)=NC[C@@H]2Cc2ccccc2)cc1 returned TTR transcr act 6.3.
For CCCn1c2ccccc2c2nnc(SC(CC)C(=O)Nc3cc(C)on3)nc21 (stereo not drawn) the results were TTR transcr act 0.7.
CCOc1nc(-c2ccc(OC)cc2)ccc1-c1noc(C)n1 was read as TTR transcr act -2.6.
`CN(C)c1ccc(C(=O)N/N=C/c2cc(Br)cc(Br)c2O)cc1` gave TTR transcr act -0.7.
Screening O=C(Oc1ccc(C(=S)N2CCOCC2)cc1)c1cccc(Cl)c1 returned TTR transcr act 0.0.
For CC(=O)N1c2ccc(S(=O)(=O)NCC3CCC(C(=O)NC4CCCCC4)CC3)cc2CC1C (stereo not drawn) the results were TTR transcr act -1.4.
Screening COCCNC(=O)C1Cc2cc(S(=O)(=O)N3CCCC3)ccc2N1C(C)=O (stereo not drawn) returned TTR transcr act 0.2.
For CC(C)CNC(=O)CN(c1ccccc1)S(=O)(=O)c1ccccc1[N+](=O)[O-] the results were TTR transcr act 5.5.
Screening C=CCN1C=C(C(C)=O)C(=O)CC1 returned TTR transcr act 0.8.
`Cc1cc(C)c(C)c(S(=O)(=O)N2CCN(C(=O)c3cc(=O)[nH]c4ccccc34)CC2)c1C` gave TTR transcr act -1.4.
`COc1ccc(OCCN(C)Cc2c(O)ccc3ccccc23)cc1` gave TTR transcr act 6.6.
CCn1ncc(Cl)c1C(=O)Nc1cc([N+](=O)[O-])ccc1OC was read as TTR transcr act -0.6.
`NC(=O)C1(Nc2ccc(-c3ccccc3)cc2)CCCC1` gave TTR transcr act -1.3.
Cc1cc(C(=O)NC2CCCN(Cc3ccccc3F)C2)no1 (stereo not drawn) was read as TTR transcr act 2.6.
For O=C(NCCN1CCCCC1)c1ccc(Oc2cc(Cl)cc(Cl)c2)o1 the results were TTR transcr act 1.8.
For O=C(NC1CCCCC1)C(c1ccc(C(F)(F)F)cc1)n1c(=O)c(-c2ccccc2)nc2ccccc21 (stereo not drawn) the results were TTR transcr act -2.9.
O=C(C1CCCO1)N1CCN(C(=S)Nc2ccccc2Cl)CC1 (stereo not drawn) was read as TTR transcr act 1.0.
Nc1nc2cc(S(=O)(=O)N3CCOCC3)ccc2o1 was read as TTR transcr act 0.6.
`C/C(Cl)=C/Cc1c(C)[nH]c2c(ccc3ccccc32)c1=O` gave TTR transcr act -3.6.
`C=CCC(NCCCO)c1cccc(OC)c1OC` (stereo not drawn) gave TTR transcr act 2.1.
Screening O=C(O)CCC(=O)c1ccc2c(c1)CCCC2 returned TTR transcr act 3.7.
Screening Cc1sc2nc(COC(=O)c3c(F)cccc3F)[nH]c(=O)c2c1C returned TTR transcr act -2.5.
For O=C1c2cccc3cccc(c23)C(=O)N1OS(=O)(=O)c1ccc(Cl)cc1 the results were TTR transcr act -1.3.
`O=C(/C=C/c1ccccc1)CC(O)(c1ccccc1)C(F)(F)C(F)F` (stereo not drawn) gave TTR transcr act -6.1.
For Nc1nc2cc(Br)ccc2o1 the results were TTR transcr act 1.2.
For CC(C)(C)OC(=O)[C@H](Cc1ccccc1)NCC(=O)OCc1ccc(C(=O)NCc2ccccc2)cc1 the results were TTR transcr act -1.0.
`Cc1ccc(-n2nc3cc(Cl)c(NC(=O)c4ccco4)cc3n2)cc1` gave TTR transcr act -0.9.
For CCNc1nc(N)c(C(=O)c2ccc(Cl)s2)s1 the results were TTR transcr act -1.7.
For Cc1ccc(C(=O)Nc2ccc(SC(F)F)cc2)s1 the results were TTR transcr act -5.6.
COc1ccc(CCNc2ccc([N+](=O)[O-])cn2)cc1 was read as TTR transcr act -0.7.
CCOC(=O)C1C(=O)N(C(=O)c2cncc(Br)c2)CC1c1ccccc1 (stereo not drawn) was read as TTR transcr act -2.1.
CCOC(=O)[C@@]12CCC3=C1N(CCC3)C(=O)[C@H](CC(=O)NCC13CC4CC(CC(C4)C1)C3)C2 was read as TTR transcr act 0.0.
Cc1nc2ccccc2n1Cc1n[nH]c(=S)n1-c1ccc(Cl)cc1 was read as TTR transcr act 0.5.
`COc1ccc(NC(=O)COC(=O)c2ccncc2)c(OC)c1` gave TTR transcr act -0.7.
Screening COC(=O)c1ccc(N(CC(=O)NC2CCCC2)C(=O)CNC(=O)c2ccco2)cc1 returned TTR transcr act -0.1.
Screening COc1ccc(C(O)Cc2nccn2C)cc1 (stereo not drawn) returned TTR transcr act 0.4.

Entries above containing an aryl methoxy group, in the order listed:
`COc1cccc(C(=O)N(Cc2ccccc2)Cc2cc3cc4c(cc3[nH]c2=O)OCCO4)c1` gave TTR transcr act -3.1.
CCOc1nc(-c2ccc(OC)cc2)ccc1-c1noc(C)n1 was read as TTR transcr act -2.6.
`COc1ccc(OCCN(C)Cc2c(O)ccc3ccccc23)cc1` gave TTR transcr act 6.6.
CCn1ncc(Cl)c1C(=O)Nc1cc([N+](=O)[O-])ccc1OC was read as TTR transcr act -0.6.
`C=CCC(NCCCO)c1cccc(OC)c1OC` (stereo not drawn) gave TTR transcr act 2.1.
COc1ccc(CCNc2ccc([N+](=O)[O-])cn2)cc1 was read as TTR transcr act -0.7.
`COc1ccc(NC(=O)COC(=O)c2ccncc2)c(OC)c1` gave TTR transcr act -0.7.
Screening COc1ccc(C(O)Cc2nccn2C)cc1 (stereo not drawn) returned TTR transcr act 0.4.

(next part)
For CCOc1cccc(Nc2cc3n(c(=O)n2)CCc2cc(OC)c(OC)cc2-3)c1 the results were TTR transcr act 4.4.
For C=C1CCN([C@@H](C)C(=O)NCc2cc(OC)c(OC)c(OC)c2)S(=O)(=O)c2ccccc21 the results were TTR transcr act 3.5.
`O=c1c2ccccc2nc(-c2ccco2)n1CCCn1ccnc1` gave TTR transcr act -1.6.
Screening Cc1sc2ncnc(N(C)Cc3cccs3)c2c1C returned TTR transcr act 8.2.
Screening CCSc1ccccc1C(=O)NCCc1ccccc1 returned TTR transcr act 0.0.
`CCOc1ccc(C2NC(=O)c3ccccc3O2)cc1OC` (stereo not drawn) gave TTR transcr act 0.2.
For O=C1NC(=O)C(c2ccccc2)(c2ccc(O)cc2)N1 (stereo not drawn) the results were TTR transcr act 0.6.
`NC(=S)NN=C(c1ccc(Br)cc1)C1CC1` gave TTR transcr act -0.1.
Screening CNC(=O)COc1ccc2oc3c(c2c1)CCCC3 returned TTR transcr act -1.5.
`CCNC(=O)CC1S/C(=N/N=C(\C)c2ccccc2)NC1=O` (stereo not drawn) gave TTR transcr act 0.4.
c1ccc(CN2CCC(N=C3NN=C(c4ccc5c(c4)OCCO5)CS3)CC2)cc1 was read as TTR transcr act 0.5.
COc1cccc(/C=N/Nc2cc(-n3nc(C)cc3-c3ccccc3)ncn2)c1O was read as TTR transcr act -0.9.
`Cc1cc(C)cc(NC(=O)CN(C)S(=O)(=O)c2cccc3nsnc23)c1` gave TTR transcr act -1.1.
For COc1ccc(C)cc1Nc1n[n+](-c2ccccc2)c(-c2ccc(NC(C)=O)cc2)s1 the results were TTR transcr act -0.6.
`COc1ccc2nc3n(c(=O)c2c1)-c1ncccc1C(=O)NC3Cc1ccccc1` (stereo not drawn) gave TTR transcr act 1.9.

Six entries from above, sorted by length of the SMILES, high to low.
For C=C1CCN([C@@H](C)C(=O)NCc2cc(OC)c(OC)c(OC)c2)S(=O)(=O)c2ccccc21 the results were TTR transcr act 3.5.
For CCOc1cccc(Nc2cc3n(c(=O)n2)CCc2cc(OC)c(OC)cc2-3)c1 the results were TTR transcr act 4.4.
`Cc1cc(C)cc(NC(=O)CN(C)S(=O)(=O)c2cccc3nsnc23)c1` gave TTR transcr act -1.1.
`CCNC(=O)CC1S/C(=N/N=C(\C)c2ccccc2)NC1=O` (stereo not drawn) gave TTR transcr act 0.4.
`CCOc1ccc(C2NC(=O)c3ccccc3O2)cc1OC` (stereo not drawn) gave TTR transcr act 0.2.
`NC(=S)NN=C(c1ccc(Br)cc1)C1CC1` gave TTR transcr act -0.1.

The listing continues.
`Cc1ccc(NS(=O)(=O)c2ccc(C(=O)NCCN3CCOCC3)cc2)cc1` gave TTR transcr act 15.1*.
For CC1OC(C(C)(C)C)CC2=C1C(=O)OC(C)(C)O2 (stereo not drawn) the results were TTR transcr act 0.0.
`Cc1ccc(NC(=O)c2cc(S(=O)(=O)N3CCCCC3)c[nH]2)cc1Cl` gave TTR transcr act -0.8.
O=C(NCCS(=O)c1ccc(Cl)cc1)c1cccc(Cl)c1 (stereo not drawn) was read as TTR transcr act -0.4.
CC(C)(/C=N/O)/[N+]([O-])=C/c1ccccc1 was read as TTR transcr act -0.8.
Screening N#Cc1ccc2ccn(CC(=O)NCc3ccco3)c2c1 returned TTR transcr act 1.0.
For O=C(C1=C[C@H](c2ccccc2)C[C@H](OCCCCO)O1)N1CCN(Cc2ccc3c(c2)OCO3)CC1 the results were TTR transcr act 4.9.
Clc1ccc(CSc2nnc(-c3ccncc3)s2)cc1 was read as TTR transcr act 5.4.
O=C(c1cnn2ccccc12)N(Cc1ccco1)C1CCCC1 was read as TTR transcr act -1.0.
Screening O=C(Nc1cccc2ncccc12)c1ccc(-c2ccc(Cl)cc2Cl)o1 returned TTR transcr act -0.7.
CCOC(=O)[C@H]1[C@H]2COc3ccccc3[C@@H]2N2C(=O)c3cc(Cl)ccc3NC(=O)[C@@]12C was read as TTR transcr act 3.5.
`Cc1c(Br)cnn1C(C)C(=O)N1CCN(c2ccccc2F)CC1` (stereo not drawn) gave TTR transcr act 3.5.
O=C(Nc1ccc(S(=O)(=O)Nc2cnc3ccccc3n2)cc1)c1ccc(F)cc1 was read as TTR transcr act -1.2.
Screening N#CC(C#N)=c1ccc2c(c1)N1C3=C(CCCC3)CC3CCCCC31N=2 (stereo not drawn) returned TTR transcr act -1.7.
For O=S(=O)(NCCN1CCOCC1)c1ccc(Cl)s1 the results were TTR transcr act 0.3.
`N#CCSc1nnc2ccc3ccccc3n12` gave TTR transcr act -0.9.
`O=C(NC12CC3CC(CC(C3)C1)C2)c1ccc(-c2ccc(Br)cc2)o1` gave TTR transcr act 2.4.
CN(C)S(=O)(=O)N1CCN(c2ccc([N+](=O)[O-])c(N3CCCCC3)c2)CC1 was read as TTR transcr act -0.7.
O=C1/C(=C\c2ccc(O)c(O)c2)C(c2ccccc2)=NN1c1ccccc1 was read as TTR transcr act -2.3.
For CN(C)C(=S)SCCn1c(N)nc(N(C)C)nc1=O the results were TTR transcr act -0.3.
`CCC(C(=O)Nc1ccc(S(=O)(=O)Nc2ncccn2)cc1)c1ccccc1` (stereo not drawn) gave TTR transcr act 4.0.
`COc1ccc(CNC(=O)OCCN2CCN(S(=O)(=O)c3ccc(C)cc3)CCC2=O)cc1` gave TTR transcr act 2.5.
For c1ccc(-c2n[nH]c(-c3ccccn3)n2)cc1 the results were TTR transcr act -5.5.
Screening O=S(=O)(c1ccc(F)c(F)c1F)N1CCN(c2ncnc3sccc23)CC1 returned TTR transcr act -2.5.
For Cc1nc(C)c(C(=O)NNS(=O)(=O)c2ccc([N+](=O)[O-])cc2)s1 the results were TTR transcr act 4.3.
`O=C(O)C1=C[C@H](c2ccc(F)cc2)C[C@H](OCCCCO)O1` gave TTR transcr act 2.5.
CCOC(=O)c1ccc(NC(=O)c2ccnn2C)cc1 was read as TTR transcr act -0.5.
Screening O=C(Cn1c(=O)oc2ccccc21)N1CCN(c2ccc(N3CCOCC3)nn2)CC1 returned TTR transcr act 0.6.
For COc1cccc(NC(=O)CN(C)C(=O)c2cc(S(=O)(=O)Nc3ccccc3OC)ccc2C)c1 the results were TTR transcr act 4.4.
For Cc1[nH]n(-c2ccc(Cl)cc2)c(=O)c1C=NC12CN3CN(CN(C3)C1)C2 the results were TTR transcr act -0.6.
For Cc1c(Br)c(=O)oc2c(Br)c(O)ccc12 the results were TTR transcr act 0.6.
For COc1ccc(NC(=S)Nc2ccc3nsnc3c2)cc1 the results were TTR transcr act -3.8.
Screening Cc1ccc(NC(=S)Nc2cccc(S(=O)(=O)Nc3c(C)n(C)n(-c4ccccc4)c3=O)c2)cc1 returned TTR transcr act -1.1.
For Cc1cc([N+](=O)[O-])nn1CC(=O)N1CCOCC1 the results were TTR transcr act -1.1.
Cc1cccc(OCCC(=O)OCC(=O)N2CCc3ccccc32)c1 was read as TTR transcr act -0.5.
For Cc1ccc(S(=O)(=O)Nc2ccc3c4c(cccc24)CC3)c(C)c1 the results were TTR transcr act -2.5.
Screening CC1(C)C2(C#N)C(=O)NC(=O)C12C#N (stereo not drawn) returned TTR transcr act -1.4.
For c1ccc(CNc2ncnc3c2cnn3-c2ccccc2)cc1 the results were TTR transcr act 1.2.
For Cc1ccc2[nH]c(CNC(=O)c3ccc(F)cc3)cc2c1 the results were TTR transcr act 1.9.
`S=c1nccc(-c2ccc(Cl)cc2)[nH]1` gave TTR transcr act -2.4.
`CC(=O)N1CCN(Cc2nc3cc(NC(=O)NC4CCCCC4)ccc3n2C)CC1` gave TTR transcr act -1.7.
For COc1cccc(-c2nc(CS(=O)(=O)CC(=O)NC3CC3)c(C)o2)c1 the results were TTR transcr act -1.1.
Cc1ccc(NNC(=O)c2cc(C(C)(C)C)nn2Cc2ccccc2)cc1 was read as TTR transcr act 1.2.
For O=C(O)CCCC(=O)N1CCN(c2cccc(Cl)c2)CC1 the results were TTR transcr act 2.2.
C/C(Cc1ccccc1)=N\NC(=O)CNC(=O)Cc1ccccc1 was read as TTR transcr act -0.8.

These rows are one share of the data. The share of hits here may be higher or lower than overall.
